ELG1 genotoxic: genotoxicity induction in ELG1-luciferase HEK293T cells | HEK293T ELG1-luciferase reporter, luminescence, 16 h | Potency, µM (series often up to 46 µM), inactives show top-dose activity change, positive = activation, actives largely listed as activators | 1.3% of 330,000 active | AID 504466; also: % of control where 0% means no effect; nearly all actives have a fitted effect of over 60% in size
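Reporter readout depends on ELG1 protein level, which increases with genetic stress. After 16 hr compound exposure at 37 °C, luciferase activity was quantified using ONE-Glo.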
p53 reactivation: re-activators of mutant p53; H1299 p53-A138V BP100-luciferase reporter, luminescence, 24 h; Potency, µM (series often up to 92.2 µM), for the others: at the highest dose activity change, positive = activation, usual class: activators; AID 504706; 0.063% of 320,000 active; also: % of control where 0% means no effect; nearly all actives have a fitted effect of over 45% in size
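H1299 (p53-null), stable ts p53-A138V + BP100-Luc; 1000 cells/well, Opti-MEM/10% FBS; cpd 4 pt, 1:5; 24 h, 37 deg C, 5% CO2; detection reagent 10 min RT; luminescence.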
VP16 counter: inhibits Gal4-VP16 luciferase reporter, ROR gamma counter-screen | Drosophila S2 Gal4-VP16 UAS-luciferase, luminescence, 20 h | Potency, µM (titrated, usually from 53.6 µM), for the others: top-dose activity, negative = inhibition, most hits filed as inhibitors | 3.5% of 310,000 active | AID 2546;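 also: Gal4-VP16 expression switched on by copper sulfate through the metallothionein promoter; % is scaled to controls: 0 for no effect and ±100 for the full control effect; nearly all actives have a fitted effect of over 50% in size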
MBNL1 CUG block: inhibitors of human MBNL1 binding to CUG repeat RNA. Potency, µM (doses to about 57.5 µM), for the others: at the top dose activity change, negative = inhibition, hits mostly inhibitors. 0.036% of 280,000 active. Q9NR56. TR-FRET MBNL1-His/biotin-(CUG)12 binding, 665/545 ratio; active = well fitted inhibition curve with a large enough effect in the signal ratio, with a control signal flat, not every such curve was filed as active; inconclusive = small, poorly fitted or top-dose-only effect, or effect the other way, or a change in a side signal; inactive = no such curve, though single readings can be large or run the other way; the % refers to the signal ratio; also: % is scaled to controls: 0 for no effect and ±100 for the full control effect
Target sequence (Q9NR56 whole entry, looked up): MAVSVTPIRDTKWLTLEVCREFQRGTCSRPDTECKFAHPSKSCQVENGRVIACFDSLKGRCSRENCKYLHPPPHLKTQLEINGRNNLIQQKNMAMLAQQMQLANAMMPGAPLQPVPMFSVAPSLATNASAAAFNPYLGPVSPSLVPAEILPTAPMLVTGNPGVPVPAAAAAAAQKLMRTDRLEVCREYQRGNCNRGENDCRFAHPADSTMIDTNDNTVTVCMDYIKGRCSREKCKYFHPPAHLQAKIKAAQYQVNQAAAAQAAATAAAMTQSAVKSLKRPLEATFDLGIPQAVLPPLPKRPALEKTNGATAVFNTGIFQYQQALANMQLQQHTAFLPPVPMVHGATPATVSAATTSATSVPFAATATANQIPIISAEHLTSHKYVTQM
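MBNL1-His + Biotin-(CUG)12, cpd titration 92 nM–58 uM; Tb anti-His Ab 0.055 ng/ul, SA-XL665 5 nM (final); 60 min RT; ratiometric 665/545 nm, Ex 340 nm; normalized to buffer and full-complex controls.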
uPA generation: blocks generation of uPA at the cell surface | cell surface uPA generation assay, qHTS | Potency, µM (series often up to 38.3 µM), without a hit: at the top dose activity change, negative = inhibition, hits mostly inhibitors | 0.31% of 330,000 active | AID 540303; active = well fitted inhibition curve with a large enough effect; inconclusive = small, poorly fitted or top-dose-only effect; inactive = no such curve, though single readings can be large or run the other way; tested in mouse RAW 264.7 cells; also: % is scaled to controls: 0 for no effect and ±100 for the full control effect; nearly all actives have a fitted effect of over 55% in size
FLuc modulator: firefly luciferase modulation, counter-screen for miR-21 project | Potency, µM (series often up to 57.5 µM), for inactives: top-dose activity change, negative = inhibition, hits mostly inhibitors | purified FLuc, Km substrates, luminescence inhibition | 6.9% of 360,000 active;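 also: plate controls were vehicle for no effect and reference inhibitor for full effect; nearly all actives have a fitted effect of over 55% in size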
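Purified P. pyralis luciferase, 10 nM final, with Km-level 10 uM D-luciferin and 10 uM ATP in 50 mM Tris acetate pH 7.5, 10 mM Mg acetate, 0.01% Tween-20, 0.05% BSA; 6-point qHTS titration about 60 µM downward; luminescence read.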
NPC1 prom act: activators of NPC1 promoter; Potency, µM (series often up to 9.22 µM), without a hit: top-dose activation, hits mostly activators; Huh7 NPC1 promoter luciferase reporter, 24 h; AID 485313; 2.4% of 320,000 active;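 also: % of control where 0% means no effect; nearly all actives have a fitted effect of over 60% in size; reporter is driven by a mutant NPC1 promoter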
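Stable NPC1-promoter luciferase Huh7 line; cpd (DMSO) 24 h, 37 °C, 5% CO2; Amplite luciferase reagent 10 min RT; luminescence readout. qHTS format.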
BRCA1 expr act: BRCA1 expression activation. MCF7-BRCA1-FFLuc reporter, luminescence, 48 h; response scale: scaled: vehicle 0%, 10 µM genistein 100%. Potency, µM (doses to about 46.1 µM), for inactives: at the highest dose activation, usual class: activators. 1.1% of 380,000 active; also: nearly all actives have a fitted effect of over 80% in size; some results filed as inactive show a strong effect at the top dose
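MCF7 cells carrying a BRCA1-firefly luciferase reporter (2000 cells/well, phenol-red free MEM) were attached for 2 h at 37 °C, then given compounds for 48 h. Luminescence was read 15 min after luciferase reagent; activity normalized to genistein (10 microM) and DMSO.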
RORg inh: blocks mouse ROR gamma transcriptional activity; Potency, µM (top dose mostly 53.6 µM), for inactives: at the top dose activity change, negative = inhibition, most hits filed as inhibitors; AID 2551; Drosophila S2 Gal4-RORgamma UAS-luciferase reporter, 20 h; P51450; 5.4% of 310,000 active; also: % is scaled to controls: 0 for no effect and ±100 for the full control effect; nearly all actives have a fitted effect of over 60% in size
Target sequence (P51450 whole entry, looked up, the tested form may be a part): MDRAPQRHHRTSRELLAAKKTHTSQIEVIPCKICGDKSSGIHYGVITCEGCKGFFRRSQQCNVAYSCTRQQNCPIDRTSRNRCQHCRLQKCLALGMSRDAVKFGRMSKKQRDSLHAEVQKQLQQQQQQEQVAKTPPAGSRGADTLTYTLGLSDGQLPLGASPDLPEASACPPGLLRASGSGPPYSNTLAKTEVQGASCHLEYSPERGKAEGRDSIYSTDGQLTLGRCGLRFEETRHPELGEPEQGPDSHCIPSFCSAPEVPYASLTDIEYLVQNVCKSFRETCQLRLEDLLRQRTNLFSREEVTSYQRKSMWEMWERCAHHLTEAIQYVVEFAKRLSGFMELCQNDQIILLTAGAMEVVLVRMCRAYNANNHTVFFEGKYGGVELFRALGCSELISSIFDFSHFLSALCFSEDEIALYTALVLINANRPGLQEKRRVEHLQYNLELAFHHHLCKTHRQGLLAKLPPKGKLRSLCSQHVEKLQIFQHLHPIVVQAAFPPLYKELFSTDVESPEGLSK
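Drosophila S2 cells stably expressing Gal4-DBD/mouse RORγ fusion under metallothionein promoter plus UAS-luciferase; compound 1 h, then 700 uM CuSO4 induction for 20 h at ambient temperature; inhibition read as reduced luminescence.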
Rab9 promoter act: Rab9 promoter activation; Huh7 Rab9 promoter-luciferase reporter, luminescence, 24 h; Potency, µM (doses to about 9.22 µM), for the others: at the top dose activation, negative = inhibition, actives largely listed as activators; AID 485297; 2.8% of 320,000 active; also: % of control where 0% means no effect; nearly all actives have a fitted effect of over 60% in size
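Steps: seed 1500 Huh7 Rab9-luc cells per well, rest 2 h at 37 °C; add compound in DMSO; incubate 24 h; add luciferase reagent, 10 min ambient; read luminescence.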
An asterisk follows results filed as active; ? = inconclusive; . = no result given; [ ] = dose if it differs, or a comment. Unless noted, calls follow the shape of the dose curve; as a rule, active = well fitted curve in the direction sought with a large enough effect; inconclusive = small, poorly fitted or top-dose-only effect, or another doubt; inactive = no such curve, though single readings can be large; an effect the other way counts as inactive or inconclusive. Potency is read from the fitted curve at half-maximal effect. Rows are unselected. Share with any hit: about 13%.

Compound | uPA generation | NPC1 prom act | FLuc modulator | RORg inh | MBNL1 CUG block | p53 reactivation | ELG1 genotoxic | Rab9 promoter act | VP16 counter | BRCA1 expr act
Cc1cc(C)nc(Nc2n[nH]c(C)n2)n1 | 5% | -5% | -2% | 1% | 1% | 3% | -2% | -3% | 4% | -11%
O=C(NNC(=O)c1nn(-c2ccc(F)cc2)ccc1=O)c1ccc(Cl)cc1 | 15% | 3% | ? | ? | . | 1% | -4% | 9% | -11% | 1%
CCCn1cc(S(=O)(=O)c2ccccc2)c(=O)c2cc(F)c(N3CCN(C)CC3)cc21 | -1% | -2% | 0% | -35% | -1% | 4% | 0% | -2% | -1% | 1%
CC1=NN(C(=O)CSCc2ccccc2)C(O)(c2ccc(F)cc2)C1 (stereo unspecified) | -1% | -7% | 3% | 7.1µM* | -3% | -10% | -6% | 0% | ? | -17%
CN(CCc1ccccn1)C1CCCN(S(=O)(=O)c2ccccc2Cl)C1 (stereo unspecified) | -5% | 3% | 1% | 0% | -10% | 1% | -4% | 6% | 6% | -26%
COC(=O)c1[nH]c2cccc(OC)c2c1NC(=O)CN1CCC(C(N)=O)(N2CCCCC2)CC1 | 9% | 0% | -1% | 18% | 0% | -1% | -8% | -9% | -2%[0.365 µM] | 11%
Cc1cc(C)cc(N(CCC#N)C(=O)COC(=O)C2CCN(S(=O)(=O)c3ccc(C)c(C)c3)CC2)c1 | 2% | 0% | 2% | . | . | -3% | -1% | 1% | . | -14%
O=C(CSc1nnnn1-c1cccc2c1CCCC2)N1CCCCC1 | -3% | -2% | -19% | ? | -8% | -8% | -5% | -3% | -3% | -12%
C=CCn1c(SCC(=O)N2CCc3ccccc3C2)nc2sc(C)c(C)c2c1=O | ? | -3% | 1% | ? | -14% | -7% | -1% | 1% | -4% | -6%
O=C(CN1C(=O)NC2(CCCCCC2)C1=O)c1ccc(Cl)s1 | -1% | 1% | -16% | . | . | 12% | 0% | 1% | . | 32%
Cc1nnc(Sc2c(-c3ccccc3)c3ccc(Cl)cc3[nH]c2=O)s1 | 0% | 3% | -2% | 1% | -3% | -3% | -2% | 3% | -9% | -3%
CCOc1cccc(-c2nnc3sc(COc4ccccc4)nn23)c1 | . | 7% | ? | 0%[10 µM] | -13% | 6% | 2% | -1% | 4% | -1%
CCOC(=O)/C=C/c1cnn(-c2ccccc2)c1 | 4% | ? | 15µM* | ? | -16% | 25% | ? | ? | ? | -12%
N#CCCN(C(=O)COC(=O)CSc1ccc(Cl)cc1)c1ccccc1 | 1% | . | . | . | . | 0% | 1% | . | . | -13%
CCc1ccccc1NC(=O)C1NC(=O)CC1c1ccccc1 (stereo unspecified) | -8% | 0% | 6% | -18% | 8% | 4% | 0% | 5% | 1% | 2%
CCn1c(=O)cc(SCC(=O)NCc2ccccn2)c2ccccc21 | . | -1% | 10% | -40% | -3% | -3% | 8% | -4% | 7% | -27%
COc1ccccc1N1C(=O)C2C(c3ccccc3F)NN(C(=O)c3ccc(C)cc3)C2C1=O (stereo unspecified) | ? | 0% | -10% | 30% | -23% | 24% | 4% | -4% | -4% | 1%
Cc1noc(COc2ccccc2OCc2onc(C)c2Cl)c1Cl | 2% | 1% | 4% | 101% | -5% | -8% | -4% | -4% | -6% | -1%
NC(=O)N/N=C/c1c(O)ccc2oc3c(c12)CCCC3 | 8% | 2% | -9% | 2% | 4% | 10% | ? | -8% | 2% | -19%
O=C(Nc1ccc(Cl)cc1C(=O)Nc1ccccn1)c1ccco1 | -3% | 2% | 0% | 13µM* | 4% | -7% | -16% | -1% | ? | 9%

Reprinted at random: two entries already listed, in no set order.
Compound | uPA generation | NPC1 prom act | FLuc modulator | RORg inh | MBNL1 CUG block | p53 reactivation | ELG1 genotoxic | Rab9 promoter act | VP16 counter | BRCA1 expr act
CN(CCc1ccccn1)C1CCCN(S(=O)(=O)c2ccccc2Cl)C1 (stereo unspecified) | -5% | 3% | 1% | 0% | -10% | 1% | -4% | 6% | 6% | -26%
C=CCn1c(SCC(=O)N2CCc3ccccc3C2)nc2sc(C)c(C)c2c1=O | ? | -3% | 1% | ? | -14% | -7% | -1% | 1% | -4% | -6%

Continuation.
Compound | uPA generation | NPC1 prom act | FLuc modulator | RORg inh | MBNL1 CUG block | p53 reactivation | ELG1 genotoxic | Rab9 promoter act | VP16 counter | BRCA1 expr act
O=C1OC[C@@H]2CCCN2C(=O)[C@@H](CC(=O)N(CCO)Cc2ccccc2)C/C=C\C[C@H]1Cc1ccc(F)cc1 | 14% | . | . | . | . | -4% | -3% | . | . | 0%
C=CCNc1oc(COc2ccc(C)cc2)nc1C#N | -2% | 20% | -19% | ? | -7% | 8% | 11% | 19% | 17% | 40%
O=C(c1ccncc1)N(c1ccc2oc3c(c2c1)CCCC3)S(=O)(=O)c1cccc([N+](=O)[O-])c1 | 1% | -2% | 2% | -2%[10 µM] | . | 0% | -1% | -3% | 2% | -31%
CC1CN(C(=O)CCC(=O)NCc2ccccc2)c2ccccc2S1 (stereo unspecified) | -1% | 5% | -1% | -17% | -8% | 6% | 0% | 1% | -5% | -7%
CCC(C(=O)NC1CCCC1)N(C(=O)Cn1nnc(-c2ccc(C)o2)n1)c1ccc(OC)c(OC)c1 (stereo unspecified) | 0% | -2% | 1% | 18% | 0% | -1% | 4% | 0% | -1% | -1%
Cc1ccc(S(=O)(=O)c2nc(-c3ccco3)oc2N2CCC(C)CC2)cc1 | -4% | -3% | -5% | -13% | -4% | 9% | -5% | 0% | 6% | -44%
CCC1C(=O)NCCN1C(=O)c1ccc(OC)c(OC2CCN(C(C)=O)CC2)c1 (stereo unspecified) | 0% | 2% | 0% | 6% | -3% | -8% | 8% | 10% | -5% | -12%
CCOC(=O)c1c(NC(=O)Cn2nc(C(F)(F)F)cc2C)sc2c1CCC2 | 14% | -1% | -1% | ? | . | 16% | -4% | -4% | -9% | -35%
CN(C)c1ccc(NC(=O)c2ccc(Cn3cc([N+](=O)[O-])cn3)cc2)cc1 | -2% | 15% | 12µM* | ? | 17% | 27% | 1% | 29% | -5% | 95%
CCC(C(=O)NC1CCCC1)n1nc(C)n2c(cc3occc32)c1=O (stereo unspecified) | 2% | 20% | 0% | 4% | 8% | -3% | -3% | -3% | -6% | -8%
CCOC(=O)C1=C(C)N(C[C@@H]2CC[C@@H](Cc3ccc(-c4ccccc4)cc3)O2)C(=O)NC1c1ccc(Cl)cc1 (stereo partly specified) | -15% | . | . | . | . | 3% | -6% | . | . | -19%
COc1ccc(-n2nc3c(c2NC(=O)c2ccc(S(=O)(=O)N4CCOCC4)cc2)CS(=O)C3)cc1 (stereo unspecified) | 12% | -3% | -1% | -2% | 0% | -4% | -2% | 1% | -11% | 7%
O=C(Nc1ccc(Oc2cccnc2)cc1)C1CCCCN1Cc1ccc(CO)o1 (stereo unspecified) | ? | -1% | 2% | 9% | -4% | -16% | -11% | -3% | -2% | -27%
O=C(CC(C(=O)O)C1CCCO1)Nc1cccc(C(F)(F)F)c1 (stereo unspecified) | 1% | 7% | -4% | -10%[10 µM] | 3% | -15% | 0% | -4% | -14% | 2%
CC(=O)c1ccc(OCc2cc(C(=O)N3CCC(Oc4ccccc4C)CC3)no2)cc1 | 6% | ? | 19µM* | ? | -4% | 26% | 15% | ? | -23% | ?
Nc1cc(S(=O)(=O)Nc2cc(Cl)ccc2Cl)ccc1N1CCCC1 | -6% | -5% | -4% | 20% | -3% | -1% | -8% | 0% | -11% | -13%
Cc1cccc(Oc2ccccc2NS(=O)(=O)c2ccc(CCC(=O)O)cc2)c1 | -2% | -2% | -1% | . | . | -4% | -1% | -5% | . | -4%
CN(Cc1ccco1)S(=O)(=O)c1ccc2c(c1)CCN2C(=O)CCC(=O)O | -2% | -1% | 3% | 0% | -13% | 3% | 2% | -7% | -6% | 4%
COc1cccc(Nc2nc3ccccc3nc2-n2nc(C)cc2C)c1 | -6% | 0% | 1% | -35% | 6% | -2% | 0% | 3% | -5% | -6%
COc1ccccc1NC(=O)/C(=C\c1cccs1)NC(=O)c1ccco1 | ? | 0% | 3% | 9% | ? | -2% | -6% | -6% | 2% | 7%

Five compounds from above, ordered by the number in uPA generation, rising.
structure | uPA generation
Cc1ccc(S(=O)(=O)c2nc(-c3ccco3)oc2N2CCC(C)CC2)cc1 | -4%
Cc1cccc(Oc2ccccc2NS(=O)(=O)c2ccc(CCC(=O)O)cc2)c1 | -2%
CCC(C(=O)NC1CCCC1)N(C(=O)Cn1nnc(-c2ccc(C)o2)n1)c1ccc(OC)c(OC)c1 (stereo unspecified) | 0%
CCC(C(=O)NC1CCCC1)n1nc(C)n2c(cc3occc32)c1=O (stereo unspecified) | 2%
CCOC(=O)c1c(NC(=O)Cn2nc(C(F)(F)F)cc2C)sc2c1CCC2 | 14%

Bioassay records (PubChem)
